MC4R antagonist: MC4R antagonists of cAMP signaling, primary screen, cell-based, TR-FRET, antagonist arm of biased-ligand search; Melanocortin receptor 4 (Homo sapiens), P32245; MC4R-expressing cells, MTII-stimulated cAMP, LANCE TR-FRET; inhibition, % at 6.5 µM; 360,000 tested, 0.48% active; AID 540295, 2011;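 active = inhibition above its plate's cutoff, the mean of tested wells on that plate plus 3 SD, cut at about 29% in these data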;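 note: 0% = Melanotan II alone and 100% = Melanotan II plus saturating MCL0020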
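material = U2OS cells stably expressing human melanocortin 4 receptor (MC4R) | also added = Melanotan II challenge | dosing = single nominal compound dose of 6.5 µM | detection = TR-FRET with Eu-cAMP and labeled anti-cAMP, 671 nm | replication = singlicate | timing = compound 30 min, challenge 1 h, detection 1 h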
TLR9-MyD88 block: inhibitors of TLR9-MyD88 association in cells, primary screen, cell-based, CHO, BLA complementation, fluorescence; CCF4 FRET ratio; 340,000 tested, 0.21% active; AID 504734, 2011; inhibition, % at 4.98 µM; Toll-like receptor 9 (Homo sapiens) + Myeloid differentiation primary response protein …;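 active = inhibition above the mean over all tested compounds plus 3 SD, cut at about 21% in these data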;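 note: 0% = DMSO only wells and 100% = clavulanate BLA inhibitor control wells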
ABHD5 PLIN5 PPI: ABHD5-PLIN5 interaction inhibitors, primary screen, cell lysate, split luciferase complementation, luminescence; Perilipin-5 (Homo sapiens) + 1-acylglycerol-3-phosphate O-acyltransferase ABHD5 (Homo …; inhibition, % at 4 µM; Split G. princeps luciferase complementation, 4 h; AID 602281, 2012; 360,000 tested, 0.78% active;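 active = inhibition above the mean inhibition across every tested compound plus 3 SD, cut at about 22% in these data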;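 note: 0% = DMSO only wells and the 100% control is not disclosed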
H9c2 protect: cardioprotection against H2O2-induced cell death, primary screen, uHTS, H9c2 cells, ATPLite luminescence. H9c2 cardiomyocytes, H2O2 injury protection, 2 h. protection from H2O2 cell death, % at 20 µM. 360,000 tested, 0.63% active. AID 588492, 2011;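 active = compounds giving at least 50% protection of heart cells from peroxide-induced death in the single-dose screen, raw or plate-pattern-corrected value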;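 note: 0% = DMSO wells with peroxide and 100% = DMSO wells without peroxide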
Glyco luc inh: increase of ERlucT glycosylation luciferase signal, primary screen, N-linked glycosylation inhibitor project, D54 ERlucT cells, luminescence, set 2 | D54 ERlucT glycosylation luciferase reporter, 24 h; percent of 100 nM tunicamycin response | reporter increase, % at 12.5 µM | 360,000 tested, 0.23% active | AID 588692, 2011;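 active = mean luciferase reporter signal, scaled so untreated is 0 and the glycosylation-blocking control 100, at or above a set limit in every replicate; inconclusive = mean reaches the limit but not every replicate does; inactive = mean below the limit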;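 note: luciferase carries N-glycosylation sites so blocking glycosylation raises the light; 0% = median of neutral control wells and 100% = median of 100 nM tunicamycin wells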
MC4R barr agon: MC4R agonists recruiting beta-arrestin, primary screen, cell-based, luminescence, agonist arm of biased-ligand search; Melanocortin receptor 4 (Homo sapiens), P32245; U2OS MC4R beta-arrestin complementation; percent of melanotan II response, DMSO zero; activation, % at 8.9 µM; 360,000 tested, 0.98% active; AID 540308, 2011;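 active = activation above a per-plate cutoff, the mean activation of sample wells on that plate plus 3 SD, cut at about 8% in these data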
ABCB6 inh 2: ABCB6 transporter inhibitors, primary screen, K562-ABCB6 cells, flow cytometry, MLPCN library; K562-ABCB6 porphyrin accumulation, 1 h; active compounds read low; AID 602162, 2011; 360,000 tested, 0.19% active; ATP-binding cassette sub-family B member 6 (Homo sapiens), Q9NP58; fluorescence ratio to DMSO, % at 10 µM;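 active = fluorescence ratio to DMSO below 75%, the collection mean minus 3 SD; inconclusive = too few cells collected in the well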;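 note: signal is porphyrin accumulated inside mitochondria; 100% equals median channel fluorescence of DMSO control wells; lower ratio means ABCB6 inhibition with less porphyrin fluorescence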
m5-HT2A agonist: mouse Htr2a agonists via beta-arrestin recruitment, primary screen, cell-based, luminescence; CHO-K1 mHTR2A beta-arrestin complementation; percent of 30 µM serotonin response; activation, % at 7.6 µM; 360,000 tested, 0.66% active; AID 624169, 2012;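 active = activation above a run cutoff, the mean activation of all tested compounds plus 3 SD, cut at about 14% in these data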;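 note: 0% = plate median of compound wells and 100% = 30 µM serotonin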
Target sequence (P35363 whole entry, looked up): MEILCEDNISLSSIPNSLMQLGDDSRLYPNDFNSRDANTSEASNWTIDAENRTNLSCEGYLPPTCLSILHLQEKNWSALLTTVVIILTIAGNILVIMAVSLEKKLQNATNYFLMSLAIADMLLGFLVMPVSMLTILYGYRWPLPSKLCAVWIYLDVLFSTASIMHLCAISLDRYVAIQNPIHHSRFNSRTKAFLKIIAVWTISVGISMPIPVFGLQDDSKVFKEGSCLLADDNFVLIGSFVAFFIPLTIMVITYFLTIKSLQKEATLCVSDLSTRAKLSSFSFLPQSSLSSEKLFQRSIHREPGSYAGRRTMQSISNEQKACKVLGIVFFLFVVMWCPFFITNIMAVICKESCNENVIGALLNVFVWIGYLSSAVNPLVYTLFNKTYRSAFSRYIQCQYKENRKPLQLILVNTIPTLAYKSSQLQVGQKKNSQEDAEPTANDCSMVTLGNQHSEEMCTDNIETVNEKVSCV
NOD2-RIPK2 inh: NOD2-RIPK2 binding disruptors in cells, primary screen, fluorescence, CHO cells, BLA complementation; Receptor-interacting serine/threonine-protein kinase 2 (Homo sapiens), O43353; CCF4 ratio; inhibition, % at 4.98 µM; 360,000 tested, 0.38% active; in the data active = inhibition above about 21%;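 note: 0% = vehicle only and 100% = reference blocker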
Target sequence (O43353 whole entry, looked up): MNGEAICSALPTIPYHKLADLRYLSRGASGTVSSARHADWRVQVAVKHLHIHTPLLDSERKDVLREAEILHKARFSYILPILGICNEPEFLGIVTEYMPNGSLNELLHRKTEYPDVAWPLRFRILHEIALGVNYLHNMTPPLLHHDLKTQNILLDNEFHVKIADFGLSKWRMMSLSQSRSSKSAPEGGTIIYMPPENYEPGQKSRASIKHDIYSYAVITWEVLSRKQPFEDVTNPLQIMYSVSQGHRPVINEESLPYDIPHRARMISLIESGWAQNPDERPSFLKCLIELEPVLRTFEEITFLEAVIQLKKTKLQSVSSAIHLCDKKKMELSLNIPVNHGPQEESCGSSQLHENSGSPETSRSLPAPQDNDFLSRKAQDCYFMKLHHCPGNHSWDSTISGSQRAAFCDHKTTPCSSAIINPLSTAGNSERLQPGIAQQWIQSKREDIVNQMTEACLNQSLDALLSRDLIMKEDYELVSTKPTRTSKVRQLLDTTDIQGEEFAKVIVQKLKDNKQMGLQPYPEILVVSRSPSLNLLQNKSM
SRC2 inh: inhibition of GAL4-SRC2 driven luciferase reporter, primary screen, SRC2 inhibitor project, cell-based, luminescence | Nuclear receptor coactivator 2 (Homo sapiens), Q15596 | inhibition, % at 9 µM | HEK293 GAL4-SRC2 luciferase reporter | 370,000 tested, 0.17% active | AID 651957, 2012;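 active = inhibition above the mean inhibition of all tested compounds plus 3 SD, set per campaign, cut at about 52% in these data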;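 note: 0% = DMSO treated cells and 100% = cells given Gossypol at 36 µM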
An asterisk follows results filed as active; ? = inconclusive; / = not tested or not shown.

Every second line gives: TLR9-MyD88 block	Glyco luc inh	SRC2 inh	H9c2 protect	MC4R antagonist	NOD2-RIPK2 inh	ABHD5 PLIN5 PPI	MC4R barr agon	m5-HT2A agonist	ABCB6 inh 2
CSc1ccc(C(c2c(C(=O)O)[nH]c3ccccc23)c2c(C(=O)O)[nH]c3ccccc23)cc1
  -3	1	3	4	-4	2	6	-0.2	0	100
O=C(NCCc1ccc(Cl)cc1)C1CCCN1C(=O)NCc1ccccc1 (configuration not stated)
  -3	0	11	5	11	-4	3	0.4	-2	95
Cc1cc2oc(=O)cc(CN3CCN(S(=O)(=O)c4ccc5c(c4)OCCO5)CC3)c2cc1C
  -3	-1	7	5	-1	-12	0	-0.7	-2	90
O=S1(=O)CC(N2CCSCC2)CN1Cc1cn(Cc2ccc(F)cc2)nn1 (configuration not stated)
  /	/	-41	/	/	-8	-5	/	2	95
Cc1nn(C)c(Cl)c1S(=O)(=O)N[C@@H](c1ccccc1)[C@]1(C)C[C@H]1[C@@H](C)C(=O)Nc1ccc2ccccc2c1
  6	2	-7	-4	4	-4	-3	-0.4	-6	98
COC(=O)c1cccc(-c2ccc(C(c3c(C)[nH][nH]c3=O)c3c(C)[nH][nH]c3=O)o2)c1
  -8	?	3	9	-5	-1	-25	-1.3	-2	105
CCn1c2ccccc2c2cc(/C=N/n3c(C)nnc3C)ccc21
  -2	5	-2	8	16	-7	-10	-3.0	2	98
COc1ccc(-c2cnc3c(NC=O)cc(-c4ccccc4OC)cn23)cc1OC
  /	18	4	15	-60	10	-1	5.4	2	101
CC(=O)NC(=O)NC1OC(=O)C(Cl)=C1Cl (configuration not stated)
  -3	-1	-8	7	11	-25	7	1.8	5	98
CN(C(=O)c1ccc(NC(=O)Cc2ccc(NC(=O)C3CCCN(C(=O)C4CCCC4)C3)cc2)cc1)C1CC1 (configuration not stated)
  -1	-1	3	-6	2	-6	1	-0.1	-2	100

Entries of single compounds as entered above. Screens in order: TLR9-MyD88 block	Glyco luc inh	SRC2 inh	H9c2 protect	MC4R antagonist	NOD2-RIPK2 inh	ABHD5 PLIN5 PPI	MC4R barr agon	m5-HT2A agonist	ABCB6 inh 2
O=C(NCCc1ccc(Cl)cc1)C1CCCN1C(=O)NCc1ccccc1 (configuration not stated) across the screens: -3	0	11	5	11	-4	3	0.4	-2	95
Cc1cc2oc(=O)cc(CN3CCN(S(=O)(=O)c4ccc5c(c4)OCCO5)CC3)c2cc1C across the screens: -3	-1	7	5	-1	-12	0	-0.7	-2	90
COC(=O)c1cccc(-c2ccc(C(c3c(C)[nH][nH]c3=O)c3c(C)[nH][nH]c3=O)o2)c1 across the screens: -8	?	3	9	-5	-1	-25	-1.3	-2	105

New compounds follow.
Every second line gives: TLR9-MyD88 block	Glyco luc inh	SRC2 inh	H9c2 protect	MC4R antagonist	NOD2-RIPK2 inh	ABHD5 PLIN5 PPI	MC4R barr agon	m5-HT2A agonist	ABCB6 inh 2
COc1ccccc1NC(=O)c1ccc(NS(=O)(=O)c2ccc(F)c(F)c2F)cc1
  10	1	0	-6	1	-7	4	-1.8	-2	93
CCn1c(O)c(N=NC(=O)CNC(=O)/C=C/c2ccccc2)c2ccccc21
  -2	3	10	9	-13	-2	5	-2.3	2	98
COc1ccc(NC(=O)C(=O)NCC2CCCN2S(=O)(=O)c2cccs2)cc1 (configuration not stated)
  -1	22	21	1	-12	-7	3	-2.0	4	95
COc1ccc(CNC(=O)COC(=O)CN2C(=O)NC3(CCCC3)C2=O)cc1
  -11	2	1	-3	-1	-6	-1	-1.1	-4	98
COc1ccc(CCNC(=O)CC(Cc2ccc(C)cc2)C(=O)O)cc1OC (configuration not stated)
  -6	1	-17	3	11	-5	-2	-1.0	0	98
O=C1c2ccccc2C2(c3ccccc3)NCCN12 (configuration not stated)
  8	3	-15	-4	1	0	-3	-2.0	0	86
COc1ccc(N(CC(=O)NCCSc2ccccc2)S(C)(=O)=O)cc1
  -4	1	18	6	1	-5	-13	-1.5	-4	99
CC1(C)Cc2c(cnn2-c2ccccc2)C(=O)/C1=N\NC(=O)c1ccncc1
  1	1	-24	31	1	-2	12	-1.6	4	95
CC1CCN(CC(=O)NNC(=O)c2cccc(Br)c2)CC1
  -2	1	-13	-1	17	0	3	0.4	1	100
CCCOC(=O)c1cc(=O)[nH]c2ccccc12
  2	-1	-2	3	-6	1	-6	-0.3	1	123
COC(=O)[C@@H](NCc1ccc(OC)c(B(O)O)c1)C(C)C
  -6	3	-19	4	-9	-6	4	1.1	-1	107
O=C(NC1CCCCC1)C(c1ccccc1F)n1c(=O)c(-c2cc3ccccc3[nH]2)nc2ccccc21 (configuration not stated)
  /	/	2	/	/	45*	3	/	-1	/
Nc1nc(Cl)cc(Oc2ccc(Cl)cc2)n1
  3	-1	-42	-3	5	4	7	-1.6	2	91
CCOC(=O)N1CCN(Cc2oc(CO)cc(=O)c2O)CC1
  2	0	5	13	3	-8	6	0.1	3	116
c1csc(CNc2ncnc3sccc23)c1
  5	-4	15	-14	2	-6	1	1.5	-2	88
COc1ccc(/C=C2\SC(N)=NC2=O)cc1Cl
  -5	2	4	1	-13	-4	4	-1.5	2	98
OCCNc1nc2ccccc2nc1NCCO
  5	3	-24	9	13	-10	6	-1.2	23*	100
O=C(NCc1ccccn1)c1nc(-c2ccc(C(F)(F)F)cc2)no1
  9	0	3	-8	-5	-4	5	-2.5	0	104
CCc1nc2ccc(C(=O)NCCN(C)C)cn2c1N(CC)CCOC
  /	-2	6	6	9	-1	0	-1.2	-2	102
COC(=O)C1CCN(C(=O)COC(=O)COc2ccc(C#N)cc2)CC1
  6	-1	-10	-4	3	-5	0	1.4	-3	89

Reformatted tab-delimited: part of the list above
SMILES	TLR9-MyD88 block	Glyco luc inh	SRC2 inh	H9c2 protect	MC4R antagonist	NOD2-RIPK2 inh	ABHD5 PLIN5 PPI	MC4R barr agon	m5-HT2A agonist	ABCB6 inh 2
CCc1nc2ccc(C(=O)NCCN(C)C)cn2c1N(CC)CCOC	/	-2	6	6	9	-1	0	-1.2	-2	102
c1csc(CNc2ncnc3sccc23)c1	5	-4	15	-14	2	-6	1	1.5	-2	88
O=C(NCc1ccccn1)c1nc(-c2ccc(C(F)(F)F)cc2)no1	9	0	3	-8	-5	-4	5	-2.5	0	104

Other records follow.
Every second line gives: TLR9-MyD88 block	Glyco luc inh	SRC2 inh	H9c2 protect	MC4R antagonist	NOD2-RIPK2 inh	ABHD5 PLIN5 PPI	MC4R barr agon	m5-HT2A agonist	ABCB6 inh 2
CCOc1ccccc1OCCCC(=O)Nc1ccc(S(=O)(=O)Nc2cc(C)nc(C)n2)cc1
  4	0	-5	7	5	-1	-2	-0.3	4	97
Cc1cccc(NC(=O)[C@H](NC(=O)[C@@H]2Cc3ccccc3CN2)c2ccccc2)c1
  -4	-2	-20	4	5	-4	-1	-0.1	-9	101
O=C(CN1CCN(c2ncccn2)CC1)Nc1ccccc1C(F)(F)F
  4	1	1	5	20	1	-6	-0.1	-4	103
COc1ccc(-c2noc(C3CCCN(C(=O)c4cccc(F)c4)C3)n2)cc1 (configuration not stated)
  -1	-4	15	-3	2	-22	0	-1.5	0	97
Cc1cccc(NC(=S)Nc2ccccn2)c1C
  1	0	-9	-11	9	-11	3	-2.4	-2	97
Cc1ccc(-n2c(C)nnc2SCC(=O)Nc2ccccc2)cc1
  -11	1	-11	7	1	-8	-4	0.2	-5	90
O=C(COc1ccccc1)NCC(=O)N1CCCC(C(F)(F)F)C1 (configuration not stated)
  -2	3	-10	1	10	-11	-5	-2.4	11	106
O=S1(=O)N=C2CCCCCN2C(c2ccncc2)N1 (configuration not stated)
  -5	-1	-26	3	-1	-1	-5	-2.0	-4	114
O=C(OCc1ccccc1)N1C=CCC[C@@H]1c1c(Cl)cccc1Br
  /	-3	33	0	/	7	-10	/	-6	94
O=c1[nH]ccc2c([N+](=O)[O-])cccc12
  -4	4	1	0	2	-9	-5	-0.8	0	100
O=C1CCN(Cl)C(=O)N1Cl
  /	/	-11	/	/	-12	4	/	-5	99
CC1(C(=O)NS(=O)(=O)c2ccc(Cl)cc2)CCN1C(=O)C/C=C/c1ccccc1 (configuration not stated)
  /	1	10	4	2	4	9	-1.1	3	100
C/C(=N\NC(=O)c1cccc([N+](=O)[O-])c1)c1cccs1
  7	0	-5	1	1	-10	-9	-0.3	-4	100
Cc1ccc(C(=O)N/C(=C\c2ccco2)C(=O)NCCCn2ccnc2)cc1C
  -1	1	0	3	-3	-2	0	-0.2	-8	91
C[C@@H]1CNC(=O)c2c(C(=O)NCc3ccc(CNC(=O)OC(C)(C)C)cc3)ncn21
  -3	2	-23	21	7	-9	-4	1.2	2	95
CCOC(=O)c1c(NC(=O)COC(=O)Cn2cnc3c2c(=O)n(C)c(=O)n3C)sc(C)c1CC
  -5	2	22	-2	-1	0	15	-2.1	2	104
COc1ccc(-c2nc(-c3ccccc3OC)no2)cc1OC
  1	3	-110	11	-2	-13	-6	1.3	0	95
Cc1cc(C(F)(F)F)c(C#N)c(SCC(=O)Nc2nc3ccccc3s2)n1
  9	-16	10	-12	3	3	-1	-0.1	7	286
O=C(Cn1nc([N+](=O)[O-])nc1Br)NC(c1ccccc1)c1ccccc1
  -12	3	6	3	3	0	2	0.3	9	104
Cc1sc2nc(Cc3ccccc3)[nH]c(=O)c2c1-c1ccccc1
  -2	3	-24	-10	2	-3	0	2.4	3	96
CCOC(=O)C1=C(O)CSC1=Nc1ccccc1
  -13	-2	-1	-3	10	-6	-2	-0.3	3	107
Cc1csc(SCC(=O)Nc2ccc(C)c(S(=O)(=O)N(C)C)c2)n1
  -2	1	5	-8	3	3	-1	0.0	-2	100
COC(C[C@H](O)CC(=O)[C@@H](C)OCc1ccccc1)OC
  1	-1	-7	8	4	6	2	-1.3	4	100
O=C(CSc1nc2ccccc2c(=O)n1-c1ccccc1)c1cccc([N+](=O)[O-])c1
  3	6	-8	-4	12	-3	-7	0.2	1	97

Screening results as filed in PubChem.

A portion of the library; rates above refer to the full screens.
